# Screening data (PubChem BioAssay)
# PKM2 activator: PKM2 (human) enzyme activation. P14618. purified PKM2, Kinase-Glo ATP luminescence, activation; response scale: 0% is enzyme alone, no compound. Potency, µM (highest dose often 57.5 µM), inactives show top-dose activation, hits mostly activators. 0.34% of 260,000 active. AID 1631; further: potency means the concentration at half of the fitted maximal effect; on the % scale 0 is the no-effect control and ±100 the full control effect; nearly all actives have a fitted effect of over 55% in size
#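 Purified hPK-M2 (>95% pure) converted ADP (0.1 mM final) to ATP with 0.5 mM PEP in 50 mM imidazole pH7.2, KCl, MgCl2, Tween 20, BSA; 1 h at room temperature. ATP detected by Kinase-Glo luminescence.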
# B2AR arrestin: recruits beta-arrestin to the human beta2-adrenergic receptor; beta-arrestin recruitment to beta2AR, cell-based reporter; Potency, µM (top dose mostly 46.1 µM), for inactives: at the top dose activation, most hits filed as activators; 0.02% of 330,000 active; AID 492947;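 further: potency means the concentration at half of the fitted maximal effect; 0% = DMSO controls and full agonism = EC100 isoproterenol or metaproterenol; nearly all actives have a fitted effect of over 65% in size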
# Target sequence (P07550 whole entry, looked up): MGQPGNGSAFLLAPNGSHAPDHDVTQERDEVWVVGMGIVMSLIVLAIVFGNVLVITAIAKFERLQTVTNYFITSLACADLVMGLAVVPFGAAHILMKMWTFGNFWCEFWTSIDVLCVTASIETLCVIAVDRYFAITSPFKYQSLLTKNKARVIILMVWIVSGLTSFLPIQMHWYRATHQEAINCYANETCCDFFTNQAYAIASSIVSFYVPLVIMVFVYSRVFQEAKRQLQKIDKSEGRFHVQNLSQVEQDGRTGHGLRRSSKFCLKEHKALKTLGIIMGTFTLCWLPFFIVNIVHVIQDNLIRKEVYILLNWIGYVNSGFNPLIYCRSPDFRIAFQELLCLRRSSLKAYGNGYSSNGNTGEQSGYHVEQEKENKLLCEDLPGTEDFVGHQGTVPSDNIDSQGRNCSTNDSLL
# Chronic BCR inh: chronic active BCR signaling inhibition; ABC-DLBCL IkBa-CBG/CBR reporter, luminescence ratio, 4 h; Potency, µM (doses to about 46.1 µM), for inactives: at the highest dose ratio change, negative = lower green/red ratio, most hits filed as inhibitors; 0.05% of 340,000 active; AID 493014; active means well fitted inhibition curve with a large enough effect in the signal ratio, with a control signal flat, not every such curve was filed as active; inconclusive means small, poorly fitted or top-dose-only effect, or effect the other way, or a change in a side signal; the % refers to the signal ratio;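 further: potency means the concentration at half of the fitted maximal effect; plate controls were basal doxycycline-induced cells for no effect and cells given 10 µM MG132 for full effect; MG132 reads +100%, hits lower the ratio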
#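 Concentration-response series (up to 46 uM) were applied to TMD8 dual-reporter cells for 4 h at 37C with doxycycline. Green/red ratio, after filter-overlap correction, defined %Activity; red signal alone was normalised to basal cells and zero luminescence.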
# Menin-MLL TR inh: displaces Texas Red mutant MLL peptide from human menin. 0.23% of 270,000 active. Potency, µM (highest dose often 61.6 µM), inactives show top-dose FP activity change, negative = inhibition, usual class: inhibitors. O00255. Menin + Texas Red MLL mutant peptide, fluorescence polarization. AID 1768; active means well fitted inhibition curve with a large enough effect in the polarisation, with a control signal flat, not every such curve was filed as active; inconclusive means small, poorly fitted or top-dose-only effect, or effect the other way, or a change in a side signal; inactive means no such curve, though single readings can be large or run the other way; the % refers to the polarisation; further: potency means the concentration at half of the fitted maximal effect; % of control where 0% means no effect; many of its hits are not listed in these tables
# Tb PFK block: T. brucei PFK enzyme inhibition. T. brucei PFK, ADP-Glo luminescence. Potency, µM (top dose mostly 57.5 µM), without a hit: at the highest dose activity, negative = inhibition, hits mostly inhibitors. O15648. AID 485367. 0.17% of 330,000 active;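 further: potency means the concentration at half of the fitted maximal effect; 0% = uninhibited 1x PFK enzyme wells and -100% = no-enzyme wells; nearly all actives have a fitted effect of over 60% in size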
#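 Activity is normalized to no-enzyme wells (full inhibition) and 1.25 nM enzyme wells (no inhibition). Reaction: 0.5 mM F6P, 0.1 mM ATP, 45 min RT, ADP-Glo luminescence; concentration-response curves fitted and classed by quality.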
# a7 integrin act: activators of alpha7 integrin expression for muscular dystrophy | alpha7betagal myoblasts, beta-gal FDG fluorescence, 48 h | Potency, µM (series often up to 38.3 µM), without a hit: at the highest dose activation, actives largely listed as activators | 0.064% of 350,000 active | AID 624291;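 further: potency means the concentration at half of the fitted maximal effect; 100% = response of the positive control SU9516; nearly all actives have a fitted effect of over 60% in size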
#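 alpha7betagal+/- myoblasts (passage 13, 250/well) treated 48 h at 37C with compounds at 1:260 dilution of DMSO stock. Lysed, then beta-galactosidase activity read as FDG fluorescence (ex 480/em 540) after 30 min, with pre-read for autofluorescence.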
# S-ASM inh: inhibitors of human secretory acid sphingomyelinase. Potency, µM (top dose mostly 57.5 µM), for the others: at the highest dose activity change, negative = inhibition, actives largely listed as inhibitors. 0.006% of 340,000 active. placental ASM, HMU-PC fluorogenic substrate, 60 min. AID 504937; further: potency means the concentration at half of the fitted maximal effect
#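 HMU-PC0 cleavage (9 uM final) by human placental ASM, 60 min at 37 °C following 10 min compound exposure at RT; stopped at pH 10, fluorescence Ex 386/Em 447 nm.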
# FBPA coupling cs: coupling enzyme interference in Giardia aldolase counter-screen; coupling enzyme system counterscreen, AmpLite Red fluorescence; activity change, negative = inhibition, % at 58.2 µM, hits read low; 0.67% of 290,000 active; in the data active means activity change below about -30%; further: on the % scale 0 is the no-effect control and ±100 the full control effect
#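 Coupling enzymes only (glyceraldehyde-3-phosphate) + compound, at 57.5 uM final, 10 min RT; add substrate/coupling/AmpLite Red mix, 20 min RT; fluorescence ex 525/em 598 nm. Actives flag coupling-system interference.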
# GALK inh: galactokinase (human) inhibition. P51570. Purified GALK, Kinase-Glo residual ATP luminescence. Potency, µM (titrated, usually from 57.5 µM), for inactives: top-dose activity change, negative = inhibition, hits mostly inhibitors. 0.007% of 270,000 active; further: potency means the concentration at half of the fitted maximal effect; on the % scale 0 is the no-effect control and ±100 the full control effect
#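 Luminescence from leftover ATP (Ultra-Glo luciferase/luciferin) served as read-out after a 1 h room-temperature reaction of 5 nM GALK with 35 uM ATP and 100 uM galactose.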
# Giardia kill: Giardia lamblia killing; 0.15% of 340,000 active; AID 540267; activity change, % at 7.66 µM, hits read low; Giardia lamblia trophozoite viability; in the data active means activity change below about -80%; inconclusive means between about -30% and that limit;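 further: parasites exposed to compound for two days anaerobically before the ATP read; on the % scale 0 is the no-effect control and ±100 the full control effect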
#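 Luminescence from cellular ATP indicates surviving trophozoites (100 cells/well) following 48 hrs anaerobic compound treatment at 37 deg C; signal develops 15-30 min at room temperature.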
# PTAP TSG101 blk: blocks PTAP/TSG101 interaction to inhibit HIV-1 budding; AID 493005; Fluorescence polarization, FITC-PTAP peptide / Tsg101 binding; Q99816; Potency, µM (doses to about 115 µM), for the others: at the top dose activity change, negative = inhibition, actives largely listed as inhibitors; 340,000 tested, under 10 active; active means well fitted inhibition curve with a large enough effect in the main read-out, with a control signal flat, not every such curve was filed as active; inconclusive means small, poorly fitted or top-dose-only effect, or effect the other way, or a change in a side signal; inactive means no such curve, though single readings can be large or run the other way; further: potency means the concentration at half of the fitted maximal effect; % of control where 0% means no effect
# Target sequence (Q99816 whole entry, looked up): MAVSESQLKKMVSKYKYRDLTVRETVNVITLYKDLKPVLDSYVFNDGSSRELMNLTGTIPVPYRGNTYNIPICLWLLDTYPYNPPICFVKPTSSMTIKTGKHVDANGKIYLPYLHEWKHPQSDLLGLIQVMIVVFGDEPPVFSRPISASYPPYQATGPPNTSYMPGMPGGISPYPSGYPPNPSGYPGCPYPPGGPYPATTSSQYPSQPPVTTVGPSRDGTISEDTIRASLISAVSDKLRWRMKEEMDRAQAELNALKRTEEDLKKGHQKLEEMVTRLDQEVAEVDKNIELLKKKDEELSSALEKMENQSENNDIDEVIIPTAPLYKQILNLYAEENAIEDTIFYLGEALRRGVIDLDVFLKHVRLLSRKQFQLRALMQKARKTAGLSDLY
#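 Fluorescence anisotropy tracks displacement of a FITC-tagged PTAP peptide (50 nM) from the Tsg101 binding domain (10 uM), following a 20 min room-temperature incubation at pH 7.5.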
# Numbers without * were called inactive; u = inconclusive; x = not tested or not shown; & = joins results of further samples; [ ] = another dose, or the depositor's remark. Unless noted, the call rests on the fitted dose curve; in most records, active means well fitted curve in the direction sought with a large enough effect; inconclusive means small, poorly fitted or top-dose-only effect, or another doubt; inactive means no such curve, though single readings can be large; an effect the other way counts as inactive or inconclusive.
Molecule	PKM2 activator	B2AR arrestin	Chronic BCR inh	Menin-MLL TR inh	Tb PFK block	a7 integrin act	S-ASM inh	FBPA coupling cs	GALK inh	Giardia kill	PTAP TSG101 blk
CNC(=S)N/N=C/c1cn(CCOc2ccccc2OC)c2ccccc12	2%	-0.2%	u	-3%	0%	8%	-14%	-2	1%	8	-2%
COC(=O)C1=C(C)NC(C)=C(C(=O)OC(C)C)C1c1cccc2nonc12 (stereo not given)	3%	-0.2%	u	12%	0%	x	-3%	1&0	2%	18	-4%
O=C(c1ccc2nc[nH]c2c1)N1CCN(c2cccc(Cl)c2)CC1	0%	0.4%	u	x	-3%	9%	0%	x	-1%	32[activator]	-4%
CC(=O)c1cccc(S(=O)(=O)Nc2ccc3nc(C)sc3c2)c1	1%	0.1%	-3%	-2%	-2%	6%	1%	1	-2%	-7	-1%
O=C(Cn1ncn2c(cc3ccccc32)c1=O)NCCC1=CCCCC1	-1%	0.1%	-2%	-8%	0%	-36%	9%	0	0%	6	-7%
O=C(/C(=C/c1ccncc1)n1ccnc1)c1ccc(Cl)cc1Cl	0%	-1.0%	7%	x	7%	-16%	-2%	-2	-2%	-11	-2%
CC(=O)Nc1ccc(Br)c(Cl)c1	0%	-1.0%	1%	x	-11%	23%	0%	1	-1%	12	1%
CC1(C)C(=O)Nc2ccccc2N1C(=O)COc1ncnc2ccccc12	-1%	0.3%	1%	12%	2%	-16%	-1%	-2	5%	-17	-6%
Cc1ccccc1N(C(=O)CCCC(=O)Nc1ccccn1)C(C(=O)NC1CCCC1)c1ccc(O)cc1 (stereo not given)	2%	-0.3%	3%	-1%	1%	1%	-1%[11.5 µM]	-4	1%	-2	-4%
COc1ccc(/C=C/C(=O)Nc2cc(=O)n(C)c(=O)n2C)cc1	1%	0.0%	u	2%	0%	u	7%	2	0%	u	-1%
Cc1[nH]c(=O)[nH]c(=O)c1S(=O)(=O)Nc1ccc(S(N)(=O)=O)cc1	0%	0.1%	8%	0%	-5%	15%	4%	3	3%	-11	2%
CC(C)(C)c1ccc(-c2conc2N)cc1	-14%	-0.2%	u	13%	-3%	-23%	-2%	-2	-5%	8	-4%
Cc1ccc(-c2nc3cnccn3c2Nc2ccc3c(c2)OCO3)cc1	-19%	-0.5%	u	-4%[11.7 µM]	-8%	-4%	-8%	-9	2%	11	-1%
CCc1ccc(S(=O)(=O)NC(=S)Nc2ccccc2)cc1	-3%	-1.0%	-1%	5%	-10%	34%	5%	0	-3%	4	-1%
COC(=O)Nc1nc2ccc(Sc3ccccc3)cc2[nH]1	-16%	-0.7%	u	u	-10%	x	-3%	5&-2&-1	x	u	2%
Cc1ccnc(NC(=O)CCC(=O)N(CC(=O)NCc2ccc(F)cc2)Cc2ccccc2)c1	4%	-0.1%	-26%	-24%	0%	13%	-2%	3	7%	-1	-3%
CC(C)(C)N1CC(C(=O)Nc2cccc(Cl)c2Cl)CC1=O (stereo not given)	-4%	-0.4%	u	0%	-1%	-4%	-4%	1	3%	23	-5%
C=CCn1c(SCC(N)=O)nnc1-c1ccccc1O	0%	-0.6%	u	5%	4%	3%	8%	1	3%	-8	1%
CCN1C(=O)[C@H]2[C@@H](c3ccc(C)cc3)N3C(=O)N(c4cccc(Cl)c4)C(=O)[C@@]3(CC)[C@H]2C1=O	x	-0.1%	1%	x	-2%	9%	5%	x	x	-24	x
C[C@H](NC(=O)c1[nH]cnc1C(=O)Nc1ccc(Cl)cc1)C(=O)OC(C)(C)C	2%	-0.2%	0%	x	4%	11%	-7%	-4	-7%	-22	-8%
Cc1ccc(S(=O)(=O)N(C)C)cc1NC(=O)COC(=O)C1COc2ccccc2O1 (stereo not given)	5%	0.4%	4%	-1%	1%	10%	-4%	-1	0%	19	-2%
CC(C)(NO)/C(=N\O)c1ccc(Cl)cc1	1%	0.2%	u	-16%	-1%	-5%	-3%	5	-2%	-6	0%
O=C(/C=C/c1ccccc1)Nn1c(-c2cccs2)nc2ccccc2c1=O	-1%	-0.6%	6%	-11%	5%	8%	-7%	6	0%	8	-7%
Cn1c(SCC(=O)NCCc2ccccc2)nnc1-c1ccncc1	-7%	0.0%	2%	12%	1%	-12%	2%	0	3%	3	-4%
CCn1c(N2CCN(C(=S)NCCc3ccccc3)CC2)nc2ccccc21	3%	0.2%	7%	-11%	5%	-32%	-2%	-1	-2%	-18	-3%
O=C(c1ccccc1)c1ccc(OCCn2cnc3ccccc3c2=O)cc1	-2%	0.6%	-9%	u	1%	-2%	-5%	8	x	1	-4%
COC(=O)C1=C(C)NC(=O)C1(NS(=O)(=O)c1ccc(NC(C)=O)cc1)C(F)(F)F (stereo not given)	-4%	0.1%	7%	-7%	1%	1%	5%	2	1%	-4	x
Cc1nc(-c2ccc(F)cc2)c(CC(=O)N2CCN(S(=O)(=O)c3ccc(F)cc3)CC2)s1	2%	0.6%	1%	9%	3%	-8%	-2%	4	2%	-11	0%
COc1cc(/C=N/NC(=O)/C(=C/c2ccccc2)CCO)ccc1O	3%	-1.2%	-7%	0%	0%	0%	-6%	-1	0%	15	-1%
CC(=O)c1ccc(S(=O)(=O)N2CCCCC2C(=O)O)cc1 (stereo not given)	-4%	0.1%	u	1%	5%	-1%	-3%	3	1%	21	-1%
COc1ccc(OC)c(/C=N/NC(=O)CNC(=O)c2cccc3ccccc23)c1	-2%	-0.7%	-1%	-15%	2%	-11%	167%[activator]	-34*	2%	2	x
O=C(O)c1cccc2cccnc12	-1%	0.0%	-12%	1%	-1%	7%	3%	3	1%	-9	-8%
Cc1ccc(CNC(=O)CCS(=O)(=O)c2ccc3nc(C)sc3c2)cc1	-1%	0.0%	-14%	0%	0%	-7%	4%	-1	x	9	0%
CCc1[nH]nc2c1C(c1ccncc1)C(C#N)=C(N)O2 (stereo not given)	5%	-0.4%	3%	-2%	-5%	1%	-5%	0	2%	-2	-19%
Cc1cc(NC(=O)CSc2nnc(Cc3cccn3C)n2CCc2ccccc2)no1	0%	-0.8%	1%	0%	-3%	-10%	-1%	5	-4%	13	1%
Cc1cccc(NC(=S)N/N=C/c2ccc3c(c2)OCO3)c1	13%	-0.6%	-7%	-6%	0%	22%	-7%	1	x	-1	-2%
CCCCNC(=O)Oc1ccc(C(=O)N2c3ccccc3NC(=O)C2C)cc1 (stereo not given)	x	-0.3%	-3%	0%	-4%	23%	-2%	0	11%	-1	-1%
O=C1N/C(=N/N=C/c2ccco2)SC1Cc1ccccc1 (stereo not given)	-2%	0.0%	-2%	u	-2%	-5%	-1%	1	3%	-14	-1%
CC(=O)N1CCN(CC(=O)O)CC1	0%	0.4%	-1%	-7%	-2%	x	x	1	-1%	x	x
COc1cc(OC)c(OC)cc1CNCc1ccc2c(c1)OCO2	2%[11.5 µM]	-0.3%	-7%	15%	2%	0%	-2%	0	-5%	32[activator]	-3%
CCOC(=O)C1(CCCc2ccccc2)CCN(Cc2cn(CC)nc2C)CC1	13%	0.3%	-1%	u	0%	-59%[inhibitor]	0%	-16	0%	-2	-5%
COC(=O)c1cc(NC(=O)c2c(C)noc2C)ccc1N1CCOCC1	-7%	-0.2%	-5%	x	1%	0%	5%	x	-3%	-27	-2%
O=C(NN1CC(=O)N(c2cc(Cl)cc(Cl)c2)CC1=O)c1sccc1Cl	-8%	-0.1%	1%	x	-4%	0%	0%	4	x	5	-1%
O=C1C2C3C=CC(C3)C2C(=O)N1Nc1ccccc1 (stereo not given)	-4%	-0.3%	-3%	x	-4%	21%	1%	6	-1%	2	0%
COc1ccc(NC(=O)c2ccccn2)cc1S(=O)(=O)N1CCOCC1	-7%	-0.5%	8%	-1%	-7%	28%	1%	0	1%	-13	-11%
O=C(CS(=O)CC(=O)Nc1cnc2ccccc2c1)Nc1ccc(Cl)cc1 (stereo not given)	-7%	0.0%	u	u	1%	8%	-2%	-5	-4%	12	-6%
O=C(N/C(=C/c1ccc(Br)cc1)C(=O)N1CCOCC1)c1ccco1	3%	-0.9%	2%	-7%	0%	-19%	-1%	1	0%	10	4%

# An excerpt; the hit share may differ from the screen's.
